Luc counter: Kinase-Glo luciferase inhibition (counter-screen); Q27757; Kinase-Glo luciferase, ATP luminescence, 8 min; Potency, µM (doses to about 38.3 µM), inactives show at the top dose activity change, negative = inhibition, usual class: inhibitors; 200,000 compounds, 0.28% hits; further: potency means the concentration at half of the fitted maximal effect; on the % scale 0 is the no-effect control and ±100 the full control effect; nearly all actives have a fitted effect of over 60% in size
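Compound is pinned into ATP-containing buffer (10 uM ATP, imidazole pH 7.2, 7 mM MgCl2). Kinase-Glo luciferase reagent is then added. Light output is recorded following an 8-min room-temperature incubation.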
LMNA splice mod: modulators of lamin A splicing. AID 1487. Potency, µM (titrated, usually from 46.1 µM), without a hit: at the top dose ratio change, negative = inhibition, hits mostly inhibitors. 200,000 compounds, 0.01% hits. HeLa LMNA splicing GFP/RFP minigene ratio, 48 h; active means well fitted inhibition curve with a large enough effect in the signal ratio, with a control signal flat, not every such curve was filed as active; inconclusive means small, poorly fitted or top-dose-only effect, or effect the other way, or a change in a side signal; the % refers to the signal ratio; further: potency means the concentration at half of the fitted maximal effect; on the % scale 0 is the no-effect control and ±100 the full control effect
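Read-out is the ratio of GFP to DsRed2 object intensity, acquired by 488 nm laser-scanning cytometry on HeLa lamin A-EGFP minigene reporter cells. Compound incubation 48 hrs at 37 °C in Opti-MEM with 2% FBS; DMSO 0.5% final.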
CBFb-RUNX1 inh: blocks binding between human CBF-beta and RUNX1; Q01196+Q13951; AlphaScreen CBFb-His/RUNX1-biotin binding, biochemical; Potency, µM (highest dose often 59.8 µM), for the others: at the top dose activity, negative = inhibition, usual class: inhibitors; 230,000 tested, under 10 active; AID 1477; further: % of control where 0% means no effect
Target sequence (Q01196 whole entry, looked up): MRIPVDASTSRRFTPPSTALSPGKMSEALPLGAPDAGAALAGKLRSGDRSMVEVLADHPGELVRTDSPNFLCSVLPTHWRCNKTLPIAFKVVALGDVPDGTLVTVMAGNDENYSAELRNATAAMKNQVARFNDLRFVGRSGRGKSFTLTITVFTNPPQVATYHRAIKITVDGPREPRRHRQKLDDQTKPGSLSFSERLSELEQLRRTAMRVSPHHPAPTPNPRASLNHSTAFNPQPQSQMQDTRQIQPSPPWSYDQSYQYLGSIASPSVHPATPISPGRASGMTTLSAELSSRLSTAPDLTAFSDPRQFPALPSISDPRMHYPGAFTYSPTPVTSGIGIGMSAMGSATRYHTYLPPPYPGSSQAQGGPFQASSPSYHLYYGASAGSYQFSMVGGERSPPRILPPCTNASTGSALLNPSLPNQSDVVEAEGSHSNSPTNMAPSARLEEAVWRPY
Target sequence (Q13951 whole entry, looked up): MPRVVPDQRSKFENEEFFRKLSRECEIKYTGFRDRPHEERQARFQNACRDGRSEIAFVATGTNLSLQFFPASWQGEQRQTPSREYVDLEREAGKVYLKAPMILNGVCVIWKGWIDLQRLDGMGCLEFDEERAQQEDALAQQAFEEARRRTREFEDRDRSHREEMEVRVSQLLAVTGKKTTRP
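Read-out: AlphaScreen. Format: His-CBF-beta with biotinylated RUNX1 (30 nM each) preincubated 20 min, compound 15 min, Ni-chelate plus streptavidin beads 90 min; room temperature throughout.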
Epigenetic derep: epigenetic control regulation, reporter derepression; Potency, µM (top dose mostly 53.9 µM), without a hit: top-dose GFP activation, most hits filed as activators; AID 1865; murine LDR cells, GFP reporter derepression, 30 h; 280,000 compounds, 0.2% hits; further: potency means the concentration at half of the fitted maximal effect; % of control where 0% means no effect; nearly all actives have a fitted effect of over 60% in size
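Readout is the number of GFP-expressing murine LDR cells, counted by cytometry following washing. Cells were treated with compound for 30 h at 37 C; the stably integrated CMV-GFP locus is normally silent.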
IMPase Li cell: membrane-permeable IMPase blocker, potentiated with lithium; CHO-M1 cells, IP1 TR-FRET (IP-One), carbachol + lithium; Potency, µM (doses to about 59.4 µM), for inactives: top-dose activity, negative = IMPase inhibition, hits mostly inhibitors; 210,000 compounds, 0.35% hits; AID 1457;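 further: IP1 builds up when IMPase is blocked and the TR-FRET signal falls; potency means the concentration at half of the fitted maximal effect; plate controls were basal vehicle for no effect and high inhibitor control for full effect; nearly all actives have a fitted effect of over 50% in size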
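Test compounds were applied to CHO-M1 cells previously cultured for 16–30 h at 2000 per well. A small lithium amount accompanied them; after 30 min at 37C, IP1 was quantified by TR-FRET.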
HTT aggregate: reduces HttQ103-GFP aggregates in PC12 cells; PC12 HttQ103-GFP aggregates, Acumen cytometry, 40 h; 220,000 compounds, 1.1% hits; Potency, µM (titrated, usually from 46.1 µM), for inactives: top-dose activity change, negative = inhibition, usual class: inhibitors; further: potency means the concentration at half of the fitted maximal effect; on the % scale 0 is the no-effect control and ±100 the full control effect; nearly all actives have a fitted effect of over 60% in size
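Quantitative HTS on tebufenozide-induced (100 nM) PC12 cells stably expressing polyQ103 Huntingtin exon 1–GFP. Reduction of bright GFP aggregates, detected by laser scanning cytometry after lysis, identified actives across the titration.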
NPSR antagonist: antagonists of human neuropeptide S receptor cAMP signaling. Q6W5P4. CHO-NPSR cells, cAMP TR-FRET, antagonist mode. Potency, µM (titrated, usually from 38.3 µM), for the others: top-dose activity change, negative = inhibition, actives largely listed as inhibitors. 220,000 compounds, 1% hits; further: potency means the concentration at half of the fitted maximal effect; on the % scale 0 is the no-effect control and ±100 the full control effect; nearly all actives have a fitted effect of over 50% in size; many of its hits are not listed in these tables
Target sequence (Q6W5P4 whole entry, looked up): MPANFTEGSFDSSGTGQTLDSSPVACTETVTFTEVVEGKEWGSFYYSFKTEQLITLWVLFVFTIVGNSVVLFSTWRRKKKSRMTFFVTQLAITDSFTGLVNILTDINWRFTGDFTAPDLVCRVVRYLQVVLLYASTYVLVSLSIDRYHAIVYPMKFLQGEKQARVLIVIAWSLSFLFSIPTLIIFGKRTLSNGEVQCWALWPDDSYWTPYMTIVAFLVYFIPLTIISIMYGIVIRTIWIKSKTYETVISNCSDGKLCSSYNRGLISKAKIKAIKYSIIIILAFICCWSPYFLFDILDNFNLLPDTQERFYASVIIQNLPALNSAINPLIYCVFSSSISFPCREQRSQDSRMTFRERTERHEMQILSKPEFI
Starred values were filed as active, the others as inactive; ? = inconclusive; nt = not tested or not shown; & = joins results of further samples; [ ] = dose if it differs, or a comment. Unless noted, the call rests on the fitted dose curve; in most records, active means well fitted curve in the direction sought with a large enough effect; inconclusive means small, poorly fitted or top-dose-only effect, or another doubt; inactive means no such curve, though single readings can be large; an effect the other way counts as inactive or inconclusive. Only part of the results is shown; the hit share may differ from the screen's.

entry	Structure	Luc counter	LMNA splice mod	CBFb-RUNX1 inh	Epigenetic derep
1	N=c1n(CC(=O)c2ccc([N+](=O)[O-])cc2)c2ccccc2n1Cc1ccccc1Cl	0%	3%	2%	?
2	OC1(c2ccccc2)C/C(=N\n2cnnc2)C=C1c1ccccc1 (configuration not stated)	-1%	7%	8%	-0.2%
3	O=C(NC1CCCCCC1)c1cccc(COCC(F)(F)F)c1	-5%	-9%	16%	1.4%
4	CCOc1ccc(NC(=O)C(C)Oc2ccccc2C(=O)Nc2cccc(Cl)c2Cl)cc1 (configuration not stated)	0%	?	4%	3.6%
5	Cc1csc(=Nc2ccc(S(=O)(=O)N3CCOCC3)cc2)n1Cc1ccco1	-1%	?	?	-7.2%
6	CCCCCC1CCC(c2nnc(SCC(C)=O)o2)CC1 (configuration not stated)	-1%	nt	-1%	-3.0%
7	CC(CCc1ccccc1)NC(=O)CSc1nc(N)cc(N)n1 (configuration not stated)	0%	-16%	9%	-4.8%
8	COc1cccc(CC(=O)Nc2nccs2)c1	-2%	4%	4%	0.0%
9	COc1cc(C(=O)OCC(=O)N2CCCCC2C)ccc1OCc1c(C)noc1C (configuration not stated)	-1%	10%[46 µM]	2%	4.3%
10	O=C(Nc1ccc(C(=O)O)cc1)/C(=C\c1ccc2c(c1)OCO2)NC(=O)c1ccc(Br)o1	2%	nt	-1%	1.2%

entry	IMPase Li cell	HTT aggregate	NPSR antagonist
1	1%	-18%	-48%
2	10%[38.3 µM]	12%	-4%[46.1 µM]
3	3%	0%	3%[46.1 µM]
4	14%[38.3 µM]	-5%	-20%[46.1 µM]
5	16%[38.3 µM]	?	-13%[46.1 µM]
6	6%	-13%	5%
7	13%[38.3 µM]	4%	-9%[46.1 µM]
8	1%[38.3 µM]	-9%[9.22 µM]	-6%[46.1 µM]
9	13%	-10%	0%
10	-7%	-4%	-2%

Full records as entered above:
Listed for `COc1cc(C(=O)OCC(=O)N2CCCCC2C)ccc1OCc1c(C)noc1C` (configuration not stated) = Luc counter: -1%; LMNA splice mod: 10%[46 µM]; CBFb-RUNX1 inh: 2%; Epigenetic derep: 4.3%; IMPase Li cell: 13%; HTT aggregate: -10%; NPSR antagonist: 0%
Listed for `CC(CCc1ccccc1)NC(=O)CSc1nc(N)cc(N)n1` (configuration not stated) = Luc counter: 0%; LMNA splice mod: -16%; CBFb-RUNX1 inh: 9%; Epigenetic derep: -4.8%; IMPase Li cell: 13%[38.3 µM]; HTT aggregate: 4%; NPSR antagonist: -9%[46.1 µM]

The listing continues.
entry	Structure	Luc counter	LMNA splice mod	CBFb-RUNX1 inh	Epigenetic derep
11	CC(=O)Nc1ccc(NC(=O)CSc2ncnc3c2cnn3Cc2ccccc2)cc1	nt	nt	4%	-2.7%
12	N/C(=N\c1nc2c(c(=O)[nH]1)CCCC2)Nc1ccc(Oc2ccccc2)cc1	0%	-14%	-3%	-2.0%
13	O=C(c1ccc2c3c(cccc13)CC2)N1CCOCC1	-2%	-2%	-2%	-0.6%
14	CC(/C=N/NC(=O)CSc1nnc(SCc2ccccc2)s1)=C\c1ccco1	-5%	-6%	?	0.0%
15	O=C(NCc1ccc(Cl)cc1)C1C2C=CC3(CN(Cc4cccnc4)C(=O)C13)O2 (configuration not stated)	nt	-1%	4%	-2.1%
16	Cc1ccccc1OCC(=O)NCC(=O)N/N=C/c1cccc([N+](=O)[O-])c1	2%	-3%[9.22 µM]	2%	-0.2%
17	FC(F)(F)c1cnc(COc2cc(Cl)cc(Cl)c2)c(Cl)c1	nt	nt	?	0.0%
18	Nc1nc(-c2ccccc2)nn1S(=O)(=O)c1ccccc1	2%	?	-4%	1.6%
19	Cc1onc(-c2ccccc2)c1-c1csc(COc2ccccc2)n1	nt	nt	?	-1.3%
20	CCC(C)C(=O)Nc1nnc(SCC(=O)Nc2ccc(F)cc2)s1 (configuration not stated)	-2%	-3%[46 µM]	4%	0.0%

entry	IMPase Li cell	HTT aggregate	NPSR antagonist
11	nt	-1%[9.22 µM]	5%
12	-1%	-7%	-19%[46.1 µM]
13	-3%[38.3 µM]	-13%	-7%[46.1 µM]
14	17%	28%	-14%
15	nt	19%	-8%[46.1 µM]
16	10%	5%[9.22 µM]	12%
17	nt	-3%[9.22 µM]	-9%[7.67 µM]
18	1%	?	-1%
19	nt	-1%[9.22 µM]	54%
20	-3%	-5%[9.22 µM]	5%

Additional results
entry	Structure	Luc counter	LMNA splice mod	CBFb-RUNX1 inh	Epigenetic derep
21	Cc1cccc(N2C(=O)CC(N3CCC(c4nc5ccccc5[nH]4)CC3)C2=O)c1 (configuration not stated)	-1%	7%	0%	-4.2%
22	CCCCCCNC(=O)c1cc(-c2ccco2)nc2ccccc12	0%	0%	0%	5.2%
23	N#CC(=C=[N-])c1nc2ccccc2nc1-[n+]1cccc(NC(=O)c2ccc(F)cc2)c1	nt	nt	-5%	1.9%
24	Cc1ccc(-c2ccc(=O)n(CCC(=O)NCc3ccccn3)n2)cc1	3%	-3%	-3%	-0.8%
25	Cc1ccc(CSc2nnc(-c3ccccn3)n2N)cc1	nt	nt	-20%	2.4%
26	O=C(NCc1ccc(Cl)cc1)C1CCN(S(=O)(=O)c2ccccc2)CC1	-4%	-2%[46 µM]	6%	0.1%&-3.4%
27	CC(C)Cc1nn2c(N)c(/C=C3\C=Nc4ccccc43)c(=O)nc2s1	0%	-20%[46 µM]	-4%	3.2%
28	Cc1ccc(C)c(NC(=O)Cn2nc([N+](=O)[O-])c(Br)c2C)c1	0%	14%	1%	0.0%
29	CCN1C(=O)C(O)(CC(=O)c2ccc3c(c2)OCCO3)c2ccccc21 (configuration not stated)	-1%	0%	-1%	14%
30	CCOC(=O)Cn1c(N)c(C(=O)OC)sc1=S	-1%	4%[0.0737 µM]	1%	-0.9%

entry	IMPase Li cell	HTT aggregate	NPSR antagonist
21	23%[38.3 µM]	-5%	-27%[46.1 µM]
22	5%	?	-9%
23	nt	40%[9.22 µM]	-17%
24	17%[38.3 µM]	-3%	-1%[46.1 µM]
25	nt	10%[9.22 µM]	25%
26	3%	-1%[9.22 µM]	20%
27	9%	2%	-15%
28	5%	-8%	7%
29	-2%[38.3 µM]	2%	5%[46.1 µM]
30	-5%[38.3 µM]	-10%	5%[46.1 µM]

Further structures follow.
entry	Structure	Luc counter	LMNA splice mod	CBFb-RUNX1 inh	Epigenetic derep
31	CN(C)CCCN(C(=O)c1ccco1)c1nc2ccc(Br)cc2s1	9%	0%[9.22 µM]	-5%	-1.4%
32	COc1cc(S(=O)(=O)NCCOC23CC4CC(CC(C4)C2)C3)c(OC)cc1Cl	-1%	?	15%	-1.5%
33	NC(=O)CSc1nc2ccc([N+](=O)[O-])cc2[nH]1	-1%	19%[46 µM]	-1%	0.0%
34	O=C(CSc1nnc(Cc2cccs2)n1-c1ccccc1)NC1CCCCC1	2%	-6%	2%	-9.0%
35	COc1cccc(NC(=O)CSc2nncn2N)c1	-1%	0%	8%	-5.6%
36	Fc1ccc(C2CC(c3cccs3)=NN2C(=S)Nc2ccccc2)cc1 (configuration not stated)	-1%	-7%	-18%	0.0%
37	COC(=O)CC1=NN(c2ccccc2)C(=O)C1	-2%	nt	15%	-1.0%
38	COc1cc(C2NC(=O)NC(C)=C2C(=O)Nc2cccc(C)c2C)cc(OC)c1OC (configuration not stated)	1%	-7%	-6%	1.0%
39	CC(C)Cn1c(SCC(=O)N2CCCCC2)nc2ccccc2c1=O	1%	-13%	-8%	1.0%
40	Cc1ccc(S(=O)(=O)N2CCN(C(=O)c3ccccc3)CC2)c(C)c1NS(C)(=O)=O	1%	10%[46 µM]	18%	-4.3%

entry	IMPase Li cell	HTT aggregate	NPSR antagonist
31	3%	4%	-17%
32	-1%	15%	-56%
33	1%	-16%	3%
34	2%[38.3 µM]	6%	-28%[46.1 µM]
35	-14%[38.3 µM]	-17%	-1%[46.1 µM]
36	10%	21%	-40%
37	9%	-4%	17%
38	1%	-10%	-2%[46.1 µM]
39	3%	-5%	-23%[46.1 µM]
40	-2%	-8%	5%

The list goes on:
entry	Structure	Luc counter	LMNA splice mod	CBFb-RUNX1 inh	Epigenetic derep
41	COc1ccc(CN2CCNC(=O)C2CC(=O)NCc2cnn(C)c2)cc1OC (configuration not stated)	nt	nt	0%	-0.1%
42	CC(CC(=O)NCC1CCCO1)c1ccccc1 (configuration not stated)	0%	3%	1%	-1.0%
43	Cc1csc(N2CCc3ccccc32)n1	5%	-5%	-1%	0.0%
44	CS(=O)(=O)c1cccc(C(=O)NCc2ccccc2)c1	6%	-7%	-11%	-0.9%
45	CCOC(=O)c1ccc(NC(=S)NCCCN2CCCCC2)cc1	2%	0%[0.0737 µM]	4%	0.9%
46	CC(=O)c1ccc(Oc2cc(C)nc(NCc3ccccc3)n2)cc1	nt	?	5%	2.4%
47	N#Cc1cc(C(=O)c2ccccc2OCC(=O)Nc2ccccc2)cn(C2CCCCC2)c1=O	4%	-12%	2%	-1.0%
48	O=C(NCCOc1nc(N2CCCCC2)nc(N2CCOCC2)n1)Nc1ccccc1	1%	-1%	7%	-1.1%
49	COc1ccc(-c2nc3ccc([N+](=O)[O-])cc3[nH]2)cc1	-5%	?	24%	0.0%
50	CCOC(=O)N1CCN(S(=O)(=O)c2ccc(C(=O)Nc3nc4ccccc4s3)cc2)CC1	1%	12%	-5%	-1.0%

entry	IMPase Li cell	HTT aggregate	NPSR antagonist
41	1%	-19%[9.22 µM]	-12%
42	-3%	25%	17%
43	20%[38.3 µM]	-2%	-1%[46.1 µM]
44	-4%	-1%	2%[46.1 µM]
45	7%[38.3 µM]	0%	3%[46.1 µM]
46	nt	4%	-3%[46.1 µM]
47	?	-1%	4%
48	30%[activator][38.3 µM]	-32%	-22%[46.1 µM]
49	11%	?	-10%
50	?	3%	16%[46.1 µM]

Next compounds:
entry	Structure	Luc counter	LMNA splice mod	CBFb-RUNX1 inh	Epigenetic derep
51	COC(=O)c1cn(Cc2cccc(C)c2)nn1	-2%	7%	-1%	1.9%
52	N#CC(=C=[N-])C1=C(C#N)C(c2ccccc2F)C([n+]2ccccc2)C(O)(C2CC2)N1 (configuration not stated)	-5%	?	2%	3.9%
53	O=C(CCn1ccnc1)Nc1ccc2ccccc2c1	0%	11%[46 µM]	-10%	2.5%
54	CCc1c(O)nc(SCC(=O)Nc2nc3ccccc3s2)n(-c2ccccc2)c1=O	nt	nt	0%	0.0%

entry	IMPase Li cell	HTT aggregate	NPSR antagonist
51	-3%	7%	11%
52	13µM*	10%	?
53	-2%	-1%	7%
54	nt	2%[9.22 µM]	-15%

Assay outcomes: PubChem BioAssay, National Center for Advancing Translational Sciences (NCATS)
